HSP90 refold inh: inhibitors of HSP90 luciferase refolding in rabbit reticulocyte lysate; luciferase refolding luminescence, 3 h; 0.91% of 290,000 active; inhibition, % at 5.6 µM;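 active = inhibition above the screen-wide mean plus 3 SD, computed separately per campaign, cut at about 16% in these data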;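 note: 0% = DMSO wells and 100% = 60 µM geldanamycin wells; inhibitors lower the luminescence because luciferase stays unfolded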
KLF5 inh: kruppel-like factor 5 inhibition | inhibition, % at 5 µM | 0.23% of 290,000 active | DLD-1 KLF5 promoter-luciferase reporter, luminescence | AID 1700;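 active = inhibition above a per-plate limit of that plate's mean compound inhibition plus 3 SD, cut at about 60% in these data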;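 note: 0% = DMSO wells and 100% = LY294002 at 200 µM; higher means less KLF5 promoter-driven luciferase light; inactives centre near -14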
IEC-6 tox: kills IEC-6 intestinal cells in KLF5 counter-screen. IEC-6 cytotoxicity, luminescence viability. inhibition, % at 5 µM. 0.78% of 290,000 active. AID 1825; in the data active = inhibition above about 22%;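 note: 0% = plate median of test compound wells and 100% = cytotoxic reference compound wells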
Starred values were filed as active, the others as inactive. A portion of the library. The share of hits here may be higher or lower than overall.

What do the screens show for `Fc1cccc(-c2cc3nc4c(c(N5CCN(c6cnccn6)CC5)n3n2)CCCC4)c1`?
HSP90 refold inh: 9; KLF5 inh: -5; IEC-6 tox: 0

What do the screens show for `CSc1nnc(NC(=O)C2CCCCC2)s1`?
HSP90 refold inh: 0; KLF5 inh: -14; IEC-6 tox: -3

Results for O=C1OC(c2cccs2)=N/C1=C/c1ccc(-c2cccc(C(=O)O)c2)o1 ?
HSP90 refold inh: 5; KLF5 inh: -16; IEC-6 tox: -23

Results for CC(C)(C)C(=O)NC(=C(Cl)Cl)P(=O)(O)O ?
HSP90 refold inh: 0; KLF5 inh: -8; IEC-6 tox: -2

What do the screens show for `CCCN1CCN(C(=O)C2CCN(S(=O)(=O)c3ccc4c(c3)oc(=O)n4C)CC2)CC1`?
HSP90 refold inh: -1; KLF5 inh: 8; IEC-6 tox: -2

What do the screens show for `CCOC(=O)N1CCN(C(=O)c2cn(-c3ccc(C)c(C)c3)c(=O)c3ccccc23)CC1`?
HSP90 refold inh: 4; KLF5 inh: -8; IEC-6 tox: 2

What do the screens show for `O=C(NCCN1CCN(c2ccccc2)CC1)C1(S(=O)(=O)c2ccc(Cl)cc2)CC1`?
HSP90 refold inh: -3; KLF5 inh: -28; IEC-6 tox: 1

How did CCC(Sc1nnc(-c2ccc(C)c(Cl)c2)n1CC)C(=O)Nc1nccs1 (configuration not stated) do in these assays?
HSP90 refold inh: 0; KLF5 inh: 3; IEC-6 tox: 0

Results for O=C1NC(=S)S/C1=C\c1ccc(SCc2ccco2)o1 ?
HSP90 refold inh: -2; KLF5 inh: -29; IEC-6 tox: -23

How did O=C1NCCCCC1NC1CC(=O)N(c2ccccc2)C1=O (configuration not stated) do in these assays?
HSP90 refold inh: 1; KLF5 inh: -4; IEC-6 tox: -1

How did Cc1onc(-c2ccccc2)c1C(=O)N[C@@H]1C(=O)N2[C@@H]1SC(C)(C)[C@@H]2C(=O)O do in these assays?
HSP90 refold inh: 5; KLF5 inh: 6; IEC-6 tox: 7

How did O=C(CSc1ncnc2ccccc12)N1CCN(c2ccccc2)CC1 do in these assays?
HSP90 refold inh: 2; KLF5 inh: -25; IEC-6 tox: 8

Reprinted at random: 6 entries already listed, in no set order.
What do the screens show for `Fc1cccc(-c2cc3nc4c(c(N5CCN(c6cnccn6)CC5)n3n2)CCCC4)c1`?
HSP90 refold inh: 9; KLF5 inh: -5; IEC-6 tox: 0

What do the screens show for `CCOC(=O)N1CCN(C(=O)c2cn(-c3ccc(C)c(C)c3)c(=O)c3ccccc23)CC1`?
HSP90 refold inh: 4; KLF5 inh: -8; IEC-6 tox: 2

Results for O=C1NC(=S)S/C1=C\c1ccc(SCc2ccco2)o1 ?
HSP90 refold inh: -2; KLF5 inh: -29; IEC-6 tox: -23

How did O=C1NCCCCC1NC1CC(=O)N(c2ccccc2)C1=O (configuration not stated) do in these assays?
HSP90 refold inh: 1; KLF5 inh: -4; IEC-6 tox: -1

Results for O=C1OC(c2cccs2)=N/C1=C/c1ccc(-c2cccc(C(=O)O)c2)o1 ?
HSP90 refold inh: 5; KLF5 inh: -16; IEC-6 tox: -23

How did O=C(CSc1ncnc2ccccc12)N1CCN(c2ccccc2)CC1 do in these assays?
HSP90 refold inh: 2; KLF5 inh: -25; IEC-6 tox: 8

More compounds follow.
What do the screens show for `Cc1cccc(-c2cc3nc(C)cc(N4CC(C)CC(C)C4)n3n2)c1` (configuration not stated)?
HSP90 refold inh: -2; KLF5 inh: -9; IEC-6 tox: 0

Results for CN1CCc2c(c3c(n2C)CCN(C)[C@H]3c2ccccc2F)[C@@H]1c1ccccc1F ?
HSP90 refold inh: -3; KLF5 inh: -2; IEC-6 tox: 0

Results for Cc1cc(C)cc(NC(=O)Cn2c(SCc3cc(C)ccc3C)nc3ccncc32)c1 ?
HSP90 refold inh: 16*; KLF5 inh: 6; IEC-6 tox: 7

How did Cc1sc2c(c1C)c(=O)nc1scc(C)n12 do in these assays?
HSP90 refold inh: 6; KLF5 inh: -16; IEC-6 tox: 4

Results for Cn1c(=O)c2c(-c3ccncc3)c3c(nc2n(C)c1=O)-c1ccccc1C3=O ?
HSP90 refold inh: 2; KLF5 inh: 0; IEC-6 tox: -6

Results for C/C(=C(\C#N)C(=O)NC1CCCCC1)N(C)C ?
HSP90 refold inh: -2; KLF5 inh: -3; IEC-6 tox: -4

How did CCOC(=O)C1CCN(c2nc3ccccc3nc2C(C#N)C(=O)NCCc2ccccc2)CC1 (configuration not stated) do in these assays?
HSP90 refold inh: -5; KLF5 inh: -23; IEC-6 tox: -2

How did Cc1cc(C)nc(-n2nc(C)cc2NC(=O)c2cccc(S(=O)(=O)N3CCOCC3)c2)n1 do in these assays?
HSP90 refold inh: 0; KLF5 inh: 0; IEC-6 tox: 4

How did CN(C)C(=O)/C(C#N)=C\c1cc(Br)c(Sc2ccc(Cl)cc2)o1 do in these assays?
HSP90 refold inh: -1; KLF5 inh: -13; IEC-6 tox: 6

What do the screens show for `Cc1nn(C)c(Cl)c1S(=O)(=O)N[C@@H](c1ccccc1)[C@]1(C)C[C@H]1[C@@H](C)C(=O)Nc1ccc2ccccc2c1`?
HSP90 refold inh: -1; KLF5 inh: -20; IEC-6 tox: 4

What do the screens show for `Cc1occc1-c1nnc(SCC(=O)c2c[nH]c3ccccc23)n1C`?
HSP90 refold inh: 2; KLF5 inh: -2; IEC-6 tox: 1

What do the screens show for `COCCCNC(=O)C(=O)N/N=C/c1ccc(OCC(=O)Nc2cccc(Cl)c2C)c(OC)c1`?
HSP90 refold inh: -3; KLF5 inh: -15; IEC-6 tox: -4

What do the screens show for `CCc1c(C)nc(/N=C(/NC(=O)c2ccccc2)Nc2ccccc2OC)[nH]c1=O`?
HSP90 refold inh: -4; KLF5 inh: 19; IEC-6 tox: 3

How did CN1C(=O)C(c2nnc(Nc3cccc4ccccc34)s2)C2CC1(C)Oc1ccccc12 (configuration not stated) do in these assays?
HSP90 refold inh: -2; KLF5 inh: -30; IEC-6 tox: -2

How did Cc1ccc(S(=O)(=O)N2CCN(c3ccc4nnc(-c5ccccc5)n4n3)CC2)cc1 do in these assays?
HSP90 refold inh: 1; KLF5 inh: -23; IEC-6 tox: 8

What do the screens show for `COc1ccccc1C(=O)N=Nc1c(O)[nH]c2ccc([N+](=O)[O-])cc12`?
HSP90 refold inh: 3; KLF5 inh: -28; IEC-6 tox: -3

What do the screens show for `COc1cc(S(=O)(=O)NC2CCCCC2C)ccc1Cl` (configuration not stated)?
HSP90 refold inh: -1; KLF5 inh: -19; IEC-6 tox: 0

What do the screens show for `C/C=C/c1ccc(OCC(=O)OCC(=O)NC2CC2)c(OC)c1`?
HSP90 refold inh: 2; KLF5 inh: -40; IEC-6 tox: 0

How did CCn1c(=O)cc(OCC(=O)N2CCc3ccccc32)c2ccccc21 do in these assays?
HSP90 refold inh: -4; KLF5 inh: 3; IEC-6 tox: 11

What do the screens show for `COc1cccc(CNc2nc3ccccc3n2CCN2CCCCC2)c1OC`?
HSP90 refold inh: 0; KLF5 inh: -15; IEC-6 tox: 5

Results for Cc1cc(C)n2nc(SCc3cc(=O)n4ccccc4n3)nc2n1 ?
HSP90 refold inh: -1; KLF5 inh: -16; IEC-6 tox: 7

How did COc1ccc2nc(NC(=O)C3CCN(S(=O)(=O)c4cccc5nsnc45)CC3)sc2c1 do in these assays?
HSP90 refold inh: 4; KLF5 inh: -13; IEC-6 tox: 4

How did CC(C)=CC(=O)OCC(=O)NC(=O)NC(C)(C)C do in these assays?
HSP90 refold inh: 1; KLF5 inh: -20; IEC-6 tox: 2

How did CC1(C(=O)N(c2ccccc2)C(C(=O)NC2CCCC2)c2ccccn2)CC(=O)N=C2C=CC=CN21 (configuration not stated) do in these assays?
HSP90 refold inh: 0; KLF5 inh: -10; IEC-6 tox: 4

How did CC1(C)Cc2c(sc3c2c(=N)n(Cc2ccco2)c(=O)n3Cc2ccc(F)cc2)CO1 do in these assays?
HSP90 refold inh: 0; KLF5 inh: -11; IEC-6 tox: 1

How did N#CCCN(Cc1cccnc1)C(=S)Nc1ccccc1Cl do in these assays?
HSP90 refold inh: 1; KLF5 inh: 2; IEC-6 tox: 3

Results for COc1ccc(-n2nnc3c(SCC(=O)NCC4CCCO4)ncnc32)cc1 (configuration not stated) ?
HSP90 refold inh: 1; KLF5 inh: -23; IEC-6 tox: 2

What do the screens show for `CCOC(=O)c1sc(NC(=O)CSc2nc(-c3ccco3)cc(C(F)(F)F)n2)c(C(=O)OC(C)C)c1C`?
HSP90 refold inh: 3; KLF5 inh: 19; IEC-6 tox: 0

What do the screens show for `CCOc1ccc(CCNC(=O)C2CCN(c3nn4c(=O)cc(C)nc4s3)CC2)cc1`?
HSP90 refold inh: 18*; KLF5 inh: -50; IEC-6 tox: 8

What do the screens show for `Cc1sc2ncn(CC(=O)OC(C)C)c(=O)c2c1C`?
HSP90 refold inh: 1; KLF5 inh: -22; IEC-6 tox: 3

How did O=c1cc(CSc2nnc(Nc3ccccc3)s2)nc2sccn12 do in these assays?
HSP90 refold inh: -1; KLF5 inh: 0; IEC-6 tox: 2

What do the screens show for `COc1ccc(C2=NN(c3nc(-c4ccccc4)c(CC(=O)O)s3)C(c3ccco3)C2)cc1` (configuration not stated)?
HSP90 refold inh: 8; KLF5 inh: -26; IEC-6 tox: 2

Results for CCn1nnnc1SCC(=O)Nc1ccc(OCc2ccccc2)cc1 ?
HSP90 refold inh: 2; KLF5 inh: -11; IEC-6 tox: 4

What do the screens show for `O=C1CSC(=S)N1/N=C/c1ccc(O)c([N+](=O)[O-])c1`?
HSP90 refold inh: 4; KLF5 inh: -2; IEC-6 tox: -6

How did Cc1ccc(S(=O)(=O)NNc2ccccc2)c(C)c1 do in these assays?
HSP90 refold inh: -4; KLF5 inh: -17; IEC-6 tox: -3

How did CCOC(=O)c1cn2c3c(c(F)c(F)cc3c1=O)SC(N1CCOCC1)=N2 do in these assays?
HSP90 refold inh: 0; KLF5 inh: -32; IEC-6 tox: 4

How did O=C1c2ccccc2C(Nc2ccccc2)N1c1ccc(Cl)cn1 (configuration not stated) do in these assays?
HSP90 refold inh: 1; KLF5 inh: -110; IEC-6 tox: 2

What do the screens show for `COc1cc(NC(=O)SC2=NCCS2)cc(OC)c1`?
HSP90 refold inh: 3; KLF5 inh: -19; IEC-6 tox: 3

Results for C=CCc1cccc2cc(C(=O)Nc3ccccc3C(=O)O)c(=O)oc12 ?
HSP90 refold inh: -4; KLF5 inh: -38; IEC-6 tox: 10

Results for O=C(COc1cccc(NC(=O)c2ccco2)c1)c1ccc(F)cc1 ?
HSP90 refold inh: -1; KLF5 inh: -48; IEC-6 tox: 4

Results for CC(=NCc1ccncc1)C1=C(O)c2ccccc2C1=O ?
HSP90 refold inh: 6; KLF5 inh: -76; IEC-6 tox: -2

What do the screens show for `Cc1nc2c(-c3ccccc3)c(C)nn2c(C)c1CCC(=O)NCc1ccco1`?
HSP90 refold inh: -1; KLF5 inh: -6; IEC-6 tox: 6

Results for CCO/C=C1\C(=O)N(c2ccccc2)C(=O)c2ccccc21 ?
HSP90 refold inh: 0; KLF5 inh: -7; IEC-6 tox: -1

How did CCOC(=O)C1=C(O)/C(=C/c2cn(CC(=O)NCC3CCCO3)c3ccccc23)SC1=Nc1ccc(C)cc1 (configuration not stated) do in these assays?
HSP90 refold inh: 2; KLF5 inh: -13; IEC-6 tox: -5

Results for COc1cccc(-c2nnc(NC(=O)c3ccc(S(=O)(=O)N(CC(C)C)CC(C)C)cc3)o2)c1 ?
HSP90 refold inh: 0; KLF5 inh: 2; IEC-6 tox: 0

What do the screens show for `COc1ccccc1N1CCN(Cc2ccc(Br)o2)CC1`?
HSP90 refold inh: 2; KLF5 inh: -21; IEC-6 tox: 0

How did COc1ccccc1C1C2=C(N=c3s/c(=C/c4cccc(OCC(=O)O)c4)c(=O)n31)c1ccccc1CC2 (configuration not stated) do in these assays?
HSP90 refold inh: 3; KLF5 inh: -12; IEC-6 tox: -6

How did CCOC(=O)C(=O)c1c(C)cc2ccccn12 do in these assays?
HSP90 refold inh: -1; KLF5 inh: -32; IEC-6 tox: -4

What do the screens show for `O=c1c2ccccc2nc(/C=C/c2ccc3c(c2)OCO3)n1CCCO`?
HSP90 refold inh: 2; KLF5 inh: -6; IEC-6 tox: 1

What do the screens show for `CCN(CC)CCCN1C(=O)C(=O)/C(=C(/O)c2ccc3c(c2)OCO3)C1c1ccccn1` (configuration not stated)?
HSP90 refold inh: 0; KLF5 inh: -38; IEC-6 tox: -6

How did Cc1ccc(S(=O)(=O)c2nc(-c3ccco3)oc2NCC2CCCO2)cc1 (configuration not stated) do in these assays?
HSP90 refold inh: -5; KLF5 inh: -8; IEC-6 tox: -14

How did COC(=O)Cn1c(C(=O)N2CCCC2)cc2c1C[C@H]1CN(C(=O)c3ccccc3)[C@@](Cc3ccc(F)cc3)(C(=O)OC)[C@@H]21 do in these assays?
HSP90 refold inh: 3; KLF5 inh: -6; IEC-6 tox: -7

What do the screens show for `CCOC(=O)c1c(N)n(CC(C)NC(=O)C2CC2)c2nc3ccccc3nc12` (configuration not stated)?
HSP90 refold inh: 1; KLF5 inh: 18; IEC-6 tox: -3

How did Cc1ccc(S(=O)(=O)C2(C(=O)Nc3nccs3)CC2)cc1 do in these assays?
HSP90 refold inh: 0; KLF5 inh: 22; IEC-6 tox: 6

Results for Cc1csc(/N=C/c2ccc([N+](=O)[O-])cc2)n1 ?
HSP90 refold inh: 0; KLF5 inh: -1; IEC-6 tox: 2

What do the screens show for `CCOC(=O)Nc1ccc2c(CN3C(=O)NC4(CCCC4)C3=O)cc(=O)oc2c1`?
HSP90 refold inh: 2; KLF5 inh: -8; IEC-6 tox: 3

What do the screens show for `CC(=O)Nc1cccc(NC(=O)CSc2nnnn2-c2ccc3c(c2)OCO3)c1`?
HSP90 refold inh: 10; KLF5 inh: -5; IEC-6 tox: -1

Source: PubChem BioAssay (The Scripps Research Institute Molecular Screening Center)
